IDE inh: human IDE inhibitors in live cells, primary screen, fluorescence polarization, HEK cells, FAbetaB substrate. Insulin-degrading enzyme (Homo sapiens), P14735. FAbetaB cleavage. inhibition, % at 5.59 µM. actives 0.41% (n = 320,000);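 active = percent inhibition above the average of all tested compounds plus 3 SD, set per screening campaign, cut at about 16% in these data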;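 note: IDE supplied by intact live HEK cells; FP after avidin binding of uncleaved biotin substrate so inhibition keeps polarization high; 0% = DMSO wells and 100% = 60 µM reference IDE inhibitor Ii1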
M5 antag: human M5 muscarinic receptor antagonists, primary screen, CHO cells, Fluo-8 calcium fluorescence | CHO-hM5 cells, ACh EC80 | inhibition, % at 3 µM | actives 0.59% (n = 360,000);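 active = inhibition above a per-plate cutoff, the mean of that plate's test compounds plus 3 SD, cut at about 27% in these data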;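 note: 0% = acetylcholine EC80 with DMSO and 100% = DMSO without agonist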
Target sequence (P08912 whole entry, looked up): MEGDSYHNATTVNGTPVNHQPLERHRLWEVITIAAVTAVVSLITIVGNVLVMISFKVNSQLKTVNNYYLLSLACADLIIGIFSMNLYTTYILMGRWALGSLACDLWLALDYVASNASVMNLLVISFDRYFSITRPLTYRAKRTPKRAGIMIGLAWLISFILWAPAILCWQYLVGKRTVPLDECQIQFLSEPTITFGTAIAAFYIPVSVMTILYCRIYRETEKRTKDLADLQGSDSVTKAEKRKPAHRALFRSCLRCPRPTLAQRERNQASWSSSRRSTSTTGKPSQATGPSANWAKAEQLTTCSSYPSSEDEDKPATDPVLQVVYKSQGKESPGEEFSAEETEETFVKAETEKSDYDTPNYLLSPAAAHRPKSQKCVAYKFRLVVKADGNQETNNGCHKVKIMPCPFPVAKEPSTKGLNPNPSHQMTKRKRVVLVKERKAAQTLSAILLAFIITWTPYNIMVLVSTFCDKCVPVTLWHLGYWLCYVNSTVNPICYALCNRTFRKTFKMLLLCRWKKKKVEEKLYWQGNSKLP
CRFBP-R2 block: antagonists of CRF-BP/CRF-R2 complex, primary screen, cell-based, HEK293, calcium dye fluorescence, uHTS; CRF-induced calcium fluorescence; actives 0.59% (n = 350,000); inhibition, % at 11.8 µM; AID 588475, 2011;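 active = inhibition of the ligand-induced calcium signal above about 50% at the single tested concentration, limit read from the data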
CRFBP-R2 agonist: agonists of CRF-BP/CRF-R2 complex, primary screen, cell-based, HEK293, calcium dye fluorescence, uHTS; calcium dye fluorescence (FLIPR); percent of saturating CRF peptide response; activation, % at 13.2 µM; actives 0.46% (n = 350,000);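 active = activation of at least 50%, plus an integration ratio under a set limit after plate pattern correction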;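 note: plate controls were neutral control wells without compound for no effect and CRF at EC100 for full effect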
M5 ag: human M5 muscarinic receptor agonists, primary screen, CHO-K1 cells, Fluo-8 calcium fluorescence. Muscarinic acetylcholine receptor M5 (Homo sapiens), P08912. CHO-K1 hM5 cells; 0% DMSO wells, 100% maximal acetylcholine response. activation, % at 3 µM. AID 624037, 2012. actives 0.19% (n = 360,000);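 active = activation above the run's mean over test compounds plus 3 SD, cut at about 23% in these data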;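 note: signal is peak over basal fluorescence ratio across the kinetic read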
CHRM4 antagonist: human M4 muscarinic receptor antagonists, primary screen, CHO cells, Fluo-8 calcium fluorescence; AID 624125, 2012; CHO-hM4 cells, ACh EC80; actives 0.73% (n = 360,000); Muscarinic acetylcholine receptor M4 (Homo sapiens), P08173; inhibition, % at 3 µM;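 active = inhibition above its plate's cutoff, the mean inhibition of sample wells plus 3 SD, cut at about 27% in these data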;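 note: 0% = acetylcholine EC80 with DMSO and 100% = DMSO without agonist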
Target sequence (P08173 whole entry, looked up): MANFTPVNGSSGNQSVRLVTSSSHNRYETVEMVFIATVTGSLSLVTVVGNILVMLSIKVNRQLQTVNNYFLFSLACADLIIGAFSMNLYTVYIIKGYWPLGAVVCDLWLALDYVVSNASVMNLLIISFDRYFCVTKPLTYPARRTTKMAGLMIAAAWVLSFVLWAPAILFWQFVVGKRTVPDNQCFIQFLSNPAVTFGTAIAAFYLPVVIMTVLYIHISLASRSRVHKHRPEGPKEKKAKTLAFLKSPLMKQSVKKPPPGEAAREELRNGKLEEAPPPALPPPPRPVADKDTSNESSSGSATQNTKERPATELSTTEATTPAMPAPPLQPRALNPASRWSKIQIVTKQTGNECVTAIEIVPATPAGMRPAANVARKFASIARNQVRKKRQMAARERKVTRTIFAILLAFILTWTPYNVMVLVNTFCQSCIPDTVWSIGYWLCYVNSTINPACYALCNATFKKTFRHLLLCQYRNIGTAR
CHRM5 PAM: human M5 muscarinic receptor positive allosteric modulators, primary screen, CHO-K1 cells, Fluo-8 calcium fluorescence; actives 0.3% (n = 360,000); CHO-K1 hM5, ACh EC20 PAM; 0% = ACh EC20, 100% = ACh EC100; AID 624038, 2012; activation, % at 3 µM;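 active = activation above the run cutoff, the mean activation of all test compounds plus 3 SD, cut at about 18% in these data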
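System: CHO-K1 hM5 cells. Reagent: acetylcholine, EC20 level. Compound dosing: single dose, 3 µM nominal final test concentration. Timing: Post-acetylcholine fluorescence recording 140 s. Detection: Fluo-8 calcium fluorescence. Read-out: % activation, ACh-normalized. Benchmarks: ACh EC20 and EC100 wells. Repeats: singlicate, one well per test compound.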
M4 PAM: human M4 muscarinic receptor positive allosteric modulators, primary screen, CHO-K1 cells, Fluo-8 calcium fluorescence | Muscarinic acetylcholine receptor M4 (Homo sapiens), P08173 | activation, % at 3 µM | actives 0.4% (n = 360,000) | CHO-K1 hM4/Gqi5, ACh EC20; 0% = ACh EC20, 100% = maximal ACh;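 active = activation above its plate's cutoff, the mean activation of sample wells plus 3 SD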; note: some results filed as inactive read as strong as hits
CHRM4 agonist: human M4 muscarinic receptor agonists, primary screen, CHO-K1 cells, Fluo-8 calcium fluorescence. Muscarinic acetylcholine receptor M4 (Homo sapiens), P08173. CHO-K1 hM4/Gqi5; vehicle 0%, full acetylcholine response 100%. activation, % at 3 µM. actives 0.14% (n = 360,000). AID 624127, 2012;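 active = activation above the run mean over all test wells plus 3 SD, cut at about 32% in these data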;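 note: peak over basal fluorescence ratio per well then scaled between controls; 0% = DMSO wells and 100% = acetylcholine at EC100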
Starred values were filed as active, the others as inactive; . = not tested or not shown.

SMILES	IDE inh	M5 antag	CRFBP-R2 block	CRFBP-R2 agonist	M5 ag	CHRM4 antagonist	CHRM5 PAM	M4 PAM	CHRM4 agonist
COc1ccc(NS(=O)(=O)c2cc(NC(=O)c3cncc(Br)c3)ccc2OC)cc1	2.5	3.6	-14.2	1.2	8.1	6.3	-19.3	-5.7	16.9
CCOc1ccc(NC(=O)C(c2ccccn2)N(C(=O)CCl)c2ccc(OCC)cc2)cc1 (configuration not stated)	0.0	1.4	9.2	0.3	-2.5	2.5	-0.1	6.5	-0.1
CC(=O)NCCc1nc2ccccc2n1Cc1ccccc1	2.7	9.2	3.6	-2.5	2.0	1.3	-3.5	1.2	1.0
O=C(c1ccccc1)c1cnc(Nc2ccccc2Cl)s1	-0.6	-2.9	-51.6	-2.5	-2.5	1.0	-4.7	-1.5	-1.8
CCOC(=O)CSc1nnc(-c2ccncc2)o1	2.5	-1.0	0.6	-0.3	-4.2	5.6	3.9	4.4	0.8
CS(=O)(=O)Nc1cccc(NC(=O)c2ccc(-n3ccnc3)c3ccoc23)c1	.	-0.7	.	.	2.9	-14.4	-9.2	-5.3	13.3
C=CCNc1ccc(C(=O)O)cc1	1.6	-1.1	-10.2	1.1	-1.5	4.9	-1.6	8.5	0.1
N#Cc1c(SCC(N)=O)nc2c(c1-c1ccc(O)cc1)CCCC2	-1.4	-1.0	7.7	-0.7	2.6	2.0	1.5	-0.2	0.4
O=C(O)C[C@H]1c2cc(C(F)(F)F)ccc2S(=O)(=O)N1Cc1ccccc1	0.5	2.8	-0.6	0.4	2.2	2.3	-7.0	2.2	1.3
FC(F)(F)c1ccccc1/C=N/N1CCN(Cc2ccccc2)CC1	1.4	-6.3	-14.4	-0.2	0.9	-21.1	-4.7	1.1	-2.4
COc1ccccc1N1CCN(CC(=O)Nc2ccc(-n3cnnn3)cc2)CC1	-5.2	11.2	1.4	0.3	0.7	5.5	4.5	-4.0	1.6
Cc1ccc2c(c1)C(c1ccncc1)=NNC(c1cccnc1)=N2	-1.2	6.6	10.9	-0.9	-1.3	-1.1	-0.8	-2.2	0.8
COc1ccccc1N1CCN(CCCNC(=O)Nc2ccccc2)CC1	1.9	7.6	-15.6	1.0	-5.0	1.4	-4.7	-1.5	0.4
Cc1ccc(Br)c(NS(=O)(=O)c2cccc(C(=O)N3CCNC(=O)C3)c2)c1	-0.7	1.1	26.3	3.9	0.4	-1.5	-1.6	10.6	0.1
Cc1cccc(NC(=O)CN2C(=O)S/C(=C\c3ccccn3)C2=O)c1	1.9	-1.8	9.5	1.6	-4.6	-12.6	3.1	2.8	0.7
Cc1[nH]c(=O)[nH]c(=O)c1/C=N/NC(=O)[C@@H](N)CC(C)C	-2.3	-5.4	-10.1	-1.2	0.3	-12.8	3.4	7.7	1.1
Clc1ccc(Nc2nc3ccccc3n3nnnc23)cc1	6.7	-6.7	-52.9	2.0	-2.0	0.7	-0.7	5.6	1.6
CC1(C)CC(=O)C2=C(C1)N(CC1CCCO1)C(=O)C2(O)C(F)(F)F (configuration not stated)	-1.3	-1.9	-14.5	0.6	0.1	6.6	5.3	4.9	0.4
CCC(=O)Oc1ccc(NC(=O)c2ccco2)cc1	-3.4	-0.5	2.7	1.3	1.0	-8.0	5.6	-2.4	0.8
Clc1ccc2nc(COc3ccccc3)[nH]c2c1	7.7	5.2	11.0	-0.8	1.0	2.1	-0.3	0.8	1.6

The closing 2 entries of the part before lead into the next.
SMILES	IDE inh	M5 antag	CRFBP-R2 block	CRFBP-R2 agonist	M5 ag	CHRM4 antagonist	CHRM5 PAM	M4 PAM	CHRM4 agonist
CCC(=O)Oc1ccc(NC(=O)c2ccco2)cc1	-3.4	-0.5	2.7	1.3	1.0	-8.0	5.6	-2.4	0.8
Clc1ccc2nc(COc3ccccc3)[nH]c2c1	7.7	5.2	11.0	-0.8	1.0	2.1	-0.3	0.8	1.6
COc1ccc(CNC(=O)CCNS(=O)(=O)c2ccc(NC(C)=O)cc2)cc1OC	0.7	13.4	-5.3	0.1	0.1	-4.7	6.5	7.0	0.2
CCOc1ccc(OCCSc2nc3ccccc3n2CC(=O)O)cc1	2.6	0.4	-12.3	1.4	-0.8	-0.9	3.3	0.0	1.6
CN(C)S(=O)(=O)c1cccc(NC(=O)c2ccc(N3CCOCC3)c([N+](=O)[O-])c2)c1	11.4	6.0	-9.5	0.3	0.9	0.1	-12.6	-11.6	17.0
CN1OC[C@@H]2CN(C(=O)CCc3ccccc3)[C@H](c3ccccc3Br)C[C@@H]21	.	4.2	.	.	2.3	7.1	-6.9	-1.7	0.3
COc1cc(/C=N/O)cc(Br)c1OCc1cccc(Cl)c1	-2.4	-3.8	-13.2	0.9	-7.6	-6.3	-0.8	2.1	-1.1
C#CCN(C[C@@H]1[C@@H](OC(=O)NCc2ccco2)[C@@H](OC(=O)NCc2ccco2)Cn2c(=O)ccc(=O)n21)S(=O)(=O)c1ccc(C)cc1	.	-2.0	0.1	0.9	0.4	-19.7	1.5	2.3	0.1
Cc1ccc(NC(=O)Nc2cccc([N+](=O)[O-])c2)cc1F	4.2	27.6*	27.8	26.1	6.6	13.7	-16.0	-17.1	12.2
COc1ccc(NC(=O)CSc2nc(O)cc(=O)n2-c2ccccc2)cc1	.	-14.6	9.8	-4.8	0.3	-8.9	15.9	12.4	0.8
COc1ccc(/C=C/C(=O)c2cc3c(cc2N)OCO3)cc1	3.2	4.7	17.7	-2.3	-6.7	-4.0	-3.0	2.2	1.4
COc1ccc(/C=C(\C#N)C(=O)N2CCOCC2)cc1Br	1.0	6.7	-26.3	-0.1	2.8	1.9	1.9	-3.1	2.5
COc1ccc(NC(=O)CSCC(=O)Nc2ccccc2C(=O)N2CCCCC2)cc1	-4.9	5.5	5.3	-3.5	-1.0	-3.3	-0.8	10.5	0.7
O=c1[nH]c2ccccc2n1C1CCN(CCOc2ccccc2)CC1	.	8.1	-7.5	29.3	21.9	-13.4	-10.2	-4.0	8.2
Cc1cccc(C)c1Cn1c(C)c(C(=O)NCc2ccc(C#N)cc2)sc1=O	.	7.3	.	.	6.5	-12.7	-9.6	-8.7	13.1
N#C/C(C(=O)Nc1ccc(Cl)cc1)=C(/S)Nc1ccccc1	45.5*	-0.8	27.2	-3.7	-0.6	9.1	-9.8	-10.3	11.5
Cc1cc(C)c(C#N)c(SCC(=O)N(CCC#N)c2ccc3c(c2)OCCO3)n1	.	3.3	3.3	-1.6	-1.9	0.7	-0.8	-1.9	0.0
COc1ccc(C)cc1S(=O)(=O)N(CC(N)=O)Cc1ccccc1	0.5	3.0	-8.0	-1.6	3.8	-0.3	-5.5	14.6	3.5
CC1CCc2sc(C(=O)NCC3CCCO3)cc2C1 (configuration not stated)	.	8.2	22.0	-2.1	-3.9	-2.4	1.6	4.4	3.7
COC(=O)c1nnn(-c2nonc2N)c1CN1CCc2ccccc21	-2.4	-11.2	12.8	-1.0	-0.6	0.2	-2.1	5.1	1.0
COc1ccccc1OCCNC(=O)c1ccccc1C	3.2	7.8	6.3	-4.4	2.2	2.7	-6.7	-0.8	0.4
COc1ccc(-n2c(SCC(=O)Nc3cc(C)on3)nc3c(c2=O)SC(C)C3)cc1 (configuration not stated)	.	9.0	-9.2	-0.1	1.6	-8.2	-4.8	3.2	-0.3
COCc1[nH][nH]c(=O)c1C=Nc1ccc(Cl)cc1	2.1	-9.4	-4.4	-2.8	-2.6	-5.5	-4.6	4.0	0.5
Cc1cccc(N2CCN(C(=O)c3nn(C)c4c3CS(=O)(=O)c3ccccc3-4)CC2)c1C	1.4	8.6	-0.9	-0.9	-0.6	-1.9	-1.1	1.0	2.0
COc1cc(/C=N/NC(=O)c2ccncc2)cc(OC)c1OC	-9.7	16.7	11.8	2.6	0.7	2.8	-5.0	-6.7	0.4
Cc1ccc(N=Nc2c(C)[nH]n(C(N)=S)c2=O)cc1	-6.9	-0.7	-17.9	-1.1	-0.1	-1.0	-1.5	-1.8	11.9
COc1ccc(OC)c(NC(=O)c2nnn(Cc3ccccc3C)c2N)c1	-2.5	3.2	-6.6	-0.8	3.0	8.9	1.8	-6.7	1.4
O=C(Cc1ccc(O)cc1)NCCNC(=S)NCc1ccccc1	6.7	10.6	-10.2	1.8	0.0	-2.7	-3.6	-0.4	0.7
COc1cccc(C(=O)N2CCCC(CCC(=O)NCc3ccc(F)c(F)c3)C2)c1 (configuration not stated)	9.0	9.7	50.4*	0.2	-2.5	0.3	-6.3	1.8	2.3
CCN1CCN(C(=O)CS(=O)(=O)Cc2nc(-c3cccc(OC)c3)oc2C)CC1	4.0	2.2	2.6	2.1	-5.2	5.2	-2.9	1.4	2.0
COc1ccc(CC(=O)Nc2ccccc2C(=O)NCCc2ccccc2)cc1	1.4	10.0	1.1	-2.5	1.6	-0.7	-9.9	-7.6	12.2
Fc1ccc(CSc2nnc(Cc3sc(-c4ccccc4)nc3-c3ccccc3)o2)cc1	1.4	7.7	-23.7	0.0	-0.6	-2.5	3.1	6.0	0.8
O=C(CCCn1c(=O)c2cccn2c2cccnc21)N1CCN(c2ccccc2F)CC1	4.9	1.1	10.1	-1.9	-3.7	2.0	1.4	-0.5	1.6
Cc1ccc(C(=O)Nc2cccc(-c3cn4ccccc4n3)c2)cc1	6.8	-5.2	15.3	-3.8	-3.4	-11.9	-7.0	-6.6	9.4
CCCOc1ccc(Cn2c(C)nc([N+](=O)[O-])c2SCC(O)COC)cc1[N+](=O)[O-] (configuration not stated)	3.9	-5.5	2.7	1.2	0.6	-1.0	3.0	-4.7	1.3
COc1ccccc1C(=O)Nc1cccc(C(=O)N2CCOCC2)c1	5.9	-3.7	6.0	-1.1	-5.8	-16.9	4.8	9.7	2.0
CSc1ccccc1C(=O)NCCOc1ccccc1C	-3.7	11.1	19.1	0.6	-5.6	-4.8	-1.0	-0.6	3.9
Cc1cc(NC(=O)CSc2nnc(-c3ccco3)n2N)no1	-0.6	-2.1	-16.7	8.4	2.3	-8.7	6.4	6.5	1.3
CC(C)(C)C(O)C(Cc1ccccc1Cl)n1cncn1 (configuration not stated)	-3.7	-3.8	-8.7	2.1	1.1	-2.3	4.1	-6.5	2.5
CC(=O)c1cccc(NC(=O)CSc2nnc(-c3ccc(S(=O)(=O)N4CCCC4)cc3)o2)c1	-0.1	9.1	-12.4	-0.3	1.5	3.2	-4.8	1.9	0.2

Given with two lines to a compound: 2 of the compounds above.
Every second line gives: IDE inh | M5 antag | CRFBP-R2 block | CRFBP-R2 agonist | M5 ag | CHRM4 antagonist | CHRM5 PAM | M4 PAM | CHRM4 agonist
Fc1ccc(CSc2nnc(Cc3sc(-c4ccccc4)nc3-c3ccccc3)o2)cc1
    1.4 | 7.7 | -23.7 | 0.0 | -0.6 | -2.5 | 3.1 | 6.0 | 0.8
O=C(CCCn1c(=O)c2cccn2c2cccnc21)N1CCN(c2ccccc2F)CC1
    4.9 | 1.1 | 10.1 | -1.9 | -3.7 | 2.0 | 1.4 | -0.5 | 1.6

Screens (PubChem BioAssay)
